High-throughput results deposited in PubChem BioAssay by Johns Hopkins Ion Channel Center.
ANO1 activ = activates or potentiates the mouse TMEM16A chloride channel | hit rate 0.3% among 340,000 | Q8BHY3 | HEK293 TMEM16A/YFP-H148Q/I152L, iodide quench fluorescence; active compounds read low | B-score at 10 µM | AID 623877;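 active = fluorescence-ratio B-score plate-corrected deviation score at least 3 library SD below zero, with starting fluorescence score within 5 deviations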;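 also: channel opened by trigger with iodide after compound preincubation; score built on the fluorescence ratio of max minus min over baseline; more negative score means more quench and so TMEM16A activation or potentiation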
Target sequence (Q8BHY3 whole entry, looked up): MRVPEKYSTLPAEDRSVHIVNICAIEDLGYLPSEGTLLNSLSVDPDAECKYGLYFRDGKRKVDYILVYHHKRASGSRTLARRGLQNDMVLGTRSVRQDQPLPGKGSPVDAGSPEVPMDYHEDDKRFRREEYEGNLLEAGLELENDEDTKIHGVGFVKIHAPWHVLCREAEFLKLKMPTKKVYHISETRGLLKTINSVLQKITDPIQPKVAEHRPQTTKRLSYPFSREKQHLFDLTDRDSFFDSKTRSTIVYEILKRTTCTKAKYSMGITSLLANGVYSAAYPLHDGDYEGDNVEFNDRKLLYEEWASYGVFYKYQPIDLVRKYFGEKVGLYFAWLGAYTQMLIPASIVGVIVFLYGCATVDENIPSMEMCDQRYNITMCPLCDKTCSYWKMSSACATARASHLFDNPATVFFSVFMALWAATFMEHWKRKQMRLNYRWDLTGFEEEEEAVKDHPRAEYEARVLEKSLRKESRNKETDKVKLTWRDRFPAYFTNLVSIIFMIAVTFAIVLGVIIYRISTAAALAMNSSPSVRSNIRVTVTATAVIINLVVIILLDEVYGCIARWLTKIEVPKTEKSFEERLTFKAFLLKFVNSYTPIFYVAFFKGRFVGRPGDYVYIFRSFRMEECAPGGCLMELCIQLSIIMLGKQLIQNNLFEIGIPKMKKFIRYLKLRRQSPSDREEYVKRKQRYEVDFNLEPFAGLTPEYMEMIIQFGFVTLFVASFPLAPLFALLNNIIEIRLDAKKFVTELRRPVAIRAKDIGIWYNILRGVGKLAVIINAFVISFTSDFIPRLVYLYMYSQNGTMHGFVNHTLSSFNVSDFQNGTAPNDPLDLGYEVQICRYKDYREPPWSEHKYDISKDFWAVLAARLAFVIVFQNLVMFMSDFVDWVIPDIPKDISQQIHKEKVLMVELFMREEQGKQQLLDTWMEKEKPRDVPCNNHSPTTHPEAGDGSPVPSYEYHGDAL
Calls only; i = inactive. These rows are one share of the data; count on the stated rates, not on these rows.

Preview:
structure | ANO1 activ
COc1ccc(-c2cc(C(F)(F)F)n3ncc(C(=O)NCC4CCCO4)c3n2)cc1 (centres undefined) | i
COc1ccc(C(=O)OCC(=O)NC23CC4CC(CC(C4)C2)C3)c(OC)c1OC | i
Cc1cccc(C(C)C)c1NC(=O)COC(=O)c1cc2ccccc2oc1=O | i

The list itself (from the top)
structure | ANO1 activ
COc1ccc(-c2cc(C(F)(F)F)n3ncc(C(=O)NCC4CCCO4)c3n2)cc1 (centres undefined) | i
COc1ccc(C(=O)OCC(=O)NC23CC4CC(CC(C4)C2)C3)c(OC)c1OC | i
Cc1cccc(C(C)C)c1NC(=O)COC(=O)c1cc2ccccc2oc1=O | i
Cc1nnc(SC(C)C(=O)NCC2CCCO2)s1 (centres undefined) | i
O=c1c2ccccc2ccc2ccccc12 | i
Cc1cccc(NC(=O)c2cccc(S(=O)(=O)Nc3c(C)n(C)n(-c4ccccc4)c3=O)c2)c1 | i
Cc1c(Br)cnn1C(C)C(=O)N1CCN(c2ccccc2F)CC1 (centres undefined) | i
Cc1ccc(CNC(=O)COC(=O)c2ccc(S(=O)(=O)NCc3ccco3)cc2)cc1 | i
Cc1cccc([C@H]2[C@@H]3C=CCC[C@@H]3C(=O)N2Cc2ccccc2)c1 | i
O=C(COC(=O)/C=C/c1ccc(Cl)cc1)NC1CC1 | i
CC(C)n1ncc2c(C(=O)NCCc3ccc(S(N)(=O)=O)cc3)cc(C3CC3)nc21 | i
CCN1CCN(c2ccc(NC(=O)c3cc(S(=O)(=O)N4CCCC4)ccc3Cl)cc2)CC1 | i
O=C(NCCN1CCOCC1)C1CC(=O)N(c2cccc(C(F)(F)F)c2)C1 (centres undefined) | i
CC(=O)c1cc2c(cc1NC(=O)CCc1c(C)nc3ncnn3c1C)OCO2 | i
COc1cccc(C2(C)NC(=O)N(CC(=O)Nc3ccc(N4CCOCC4)cc3)C2=O)c1 (centres undefined) | i
CCN(C(=O)CSc1n[nH]c(N)n1)C1CCCCC1 | i
O=C(CSc1nnnn1-c1ccccc1)NC(=O)Cc1ccccc1 | i
C=CC[C@@H](CC(=O)N(CCO)Cc1ccccc1)C(=O)NC[C@@H](OC(=O)[C@@H](CC=C)CC(=O)OC(C)(C)C)c1ccccc1 | i
COc1cc(C(=O)Nc2ccc(C(F)(F)F)cc2)ccc1OCC(=O)N1CCOCC1 | i
COc1ccc(Br)c(C(=O)OCC(=O)NC2CC2)c1 | i
NC(=O)C1(Nc2ccc(-c3ccccc3)cc2)CCCC1 | i
Cc1cccnc1NC(=O)CSc1ccc2c(c1)OCCO2 | i
CCCn1nc(C(=O)N2CCc3ccccc32)c2ccccc2c1=O | i
O=[N+]([O-])c1cc([N+](=O)[O-])c(Oc2cccc3ccccc23)cc1NN1CCCCC1 | i
CC1(C)OC2OC3C(CNCCO)OC(c4ccccc4)OC3C2O1 (centres undefined) | i
O=C(O)c1cccc(S(=O)(=O)N2CCN(S(=O)(=O)c3ccc4ccccc4c3)CC2)c1 | i
CC1CCCCC1NC(=O)COc1cccnc1[N+](=O)[O-] (centres undefined) | i
CC1CCCCN1C(=O)CN1CCN(S(=O)(=O)c2ccc(Br)cc2Cl)CC1 (centres undefined) | i
CCCN(CC(=O)Nc1ccc(F)c(F)c1F)C(=O)c1ccc2c(c1)NC(=O)CS2 | i
Cc1cc(C)cc(C(=O)OCC(=O)N2CCCCCC2)c1 | i
CN=C1N(C)C[C@@H]2[C@@H]3C(=O)N(C)C(=O)[C@@H]3[C@](Cc3ccccc3)(C(=O)OC)N12 | i
O=C(Nc1ccc2c(c1)OCO2)c1cc(Cl)ccn1 | i
CCCCN(C(=O)C1CCC1)c1c(N)n(Cc2ccccc2)c(=O)[nH]c1=O | i
CC(C)(C)CC(C)(C)n1nnnc1N | i
O=c1c2ccccc2oc2c1oc1ccccc12 | i
CC(OC(=O)CCC(=O)c1cccs1)C(=O)NC1CCCCC1C (centres undefined) | i
CN(C)CCSc1nc2cc(S(=O)(=O)N3CCCCC3)ccc2o1 | i
Cc1cccc(NC(=O)CN2CCN(C(=O)c3cncn3-c3ccc(F)cc3)CC2)c1C | i
O=C(COC(=O)c1n[nH]c(=O)c2ccccc12)Nc1cccc(S(=O)(=O)N2CCOCC2)c1 | i
CCOC(=O)CCN(C(=S)Nc1ccccc1)C1CCCCC1 | i
O=S(=O)(NCCOc1ccccc1F)c1cccc(Br)c1 | i
COc1cccc(-c2c(-c3cc(OC)cc(OC)c3)n(C)c3ccc(-c4ccc5[nH]ccc5c4)cc23)c1 | i
CC1CCN(C(=O)COC(=O)c2ccc(Cl)nc2)CC1 | i
O=[N+]([O-])c1ccc(F)cc1F | i
O=C1C(Br)=C(c2ccccc2)C(c2ccccc2)=C1c1ccccc1 | i
COc1ccc(OC)c(CN2CCN(C(=O)CNC(=O)c3cc(C)cc(C)c3)CC2)c1 | i
COc1ccc(S(=O)(=O)N2CCCCC2)cc1NC(=O)c1c(F)cccc1Cl | i
COC(=O)CCCC(=O)OC | i
CC1CCC(NC(=O)CSc2ccc(S(=O)(=O)N(C)C)cn2)CC1 (centres undefined) | i
CCN(CC(=O)Nc1ccc(NC(C)=O)cc1)C(=O)c1cn(-c2ccccc2)nc1-c1cccs1 | i
COc1cccc(/C=C/C(=O)OCC(=O)NCCC2=CCCCC2)c1OC | i
Cc1cc(C)n(CC(=O)NNC(=O)COc2ccc(Br)cc2F)n1 | i
C[C@H](CO)N1C[C@H](C)[C@@H](CN(C)C(=O)NC2CCCCC2)Oc2ccc(NC(=O)C3CC3)cc2C1=O | i
Cc1ccc(NS(=O)(=O)c2ccccc2[N+](=O)[O-])cc1S(=O)(=O)N1CCCCC1 | i
C[C@@]12C(=O)N(c3cccc(Cl)c3)C(=O)N1[C@@H]1c3ccccc3OC[C@@H]1[C@H]2c1ccccc1 | i
CCOC(=O)c1sc(NC(=O)CSCc2c(C)noc2C)nc1C | i
O=C(NCc1ccccc1F)c1cccc(S(=O)(=O)N2CCCCC2)c1 | i
CCN(CC)S(=O)(=O)c1cc(NC(=O)C2CC(=O)N(Cc3ccccc3)C2)ccc1Cl (centres undefined) | i
COc1ccc(NC(=O)N(C)C[C@@H]2Oc3ccc(NC(=O)NC(C)C)cc3CC(=O)N([C@H](C)CO)C[C@@H]2C)cc1 | i
Nc1c(N(Cc2ccco2)C(=O)COc2ccccc2)c(=O)[nH]c(=O)n1Cc1ccccc1 | i

Additional results.
structure | ANO1 activ
C[C@@H]1COC(=O)[C@H](CC(=O)OC(C)(C)C)C/C=C\C[C@H](CC(=O)N(CCO)Cc2ccccc2)C(=O)N1 | i
CC[C@]12C(=O)N(C)C[C@H]([C@@H]3C(=O)N(C)C(=O)[C@@H]31)N2C(=O)c1ccc(Br)cc1 | i
COc1ccc(NC(=O)N(C)C[C@H]2Oc3ccc(NC(=O)CCN4CCOCC4)cc3C(=O)N([C@H](C)CO)C[C@@H]2C)cc1 | i
CCCn1c(N)c(C(=O)CSc2nnc3n2CCCCC3)c(=O)n(C)c1=O | i
C[C@@H]1COC(=O)[C@H](Cc2ccc(F)cc2)C/C=C\C[C@@H](CC(=O)NCCO)C(=O)N1 | i
CCCN(C(=O)c1cccs1)c1c(N)n(Cc2ccccc2)c(=O)[nH]c1=O | i
Cc1ccc(S(=O)(=O)N2CCOCC2)cc1NC(=O)COC(=O)/C=C/c1ccco1 | i
COc1cc(OC)cc(-c2oc(=O)c3cc(OC)c(OC)cc3c2C(F)(F)F)c1 | i
CC(CNC(=O)CN1C(=O)NC2(CCCCC2)C1=O)c1ccccc1 (centres undefined) | i
N#CC(=C(O)COC(=O)CCCNC(=O)c1ccc(Cl)cc1)c1nc2ccccc2[nH]1 | i
COc1cc(C)c(CN2CCN(S(=O)(=O)c3ccc(Cl)s3)CC2)cc1OC | i
C[C@H](CO)N1C[C@H](C)[C@@H](CN(C)S(=O)(=O)c2ccc(F)cc2)Oc2ccc(NC(=O)CCC(F)(F)F)cc2C1=O | i
Cc1cc(C)c(S(=O)(=O)N2CCN(C(=O)C3CCCO3)CC2)c(C)c1 (centres undefined) | i
COc1ccc(NC(=O)COC(=O)c2ccc(S(=O)(=O)N3CCCC3)cc2)cc1OC | i
CC(OC(=O)/C(C#N)=C/c1ccco1)C(=O)N(C)c1ccccc1 (centres undefined) | i
Cc1ccc2[nH]c(C)cc(=S)c2c1 | i
COc1ccc(OCC(=O)N/N=C/c2cccn2-c2cccc(C(=O)O)c2)cc1 | i
CCOP1(=O)C=C(Sc2ccc([N+](=O)[O-])cc2[N+](=O)[O-])C(C)(C)O1 (centres undefined) | i
COc1ccc(C(=O)Nc2ccc(Br)cc2F)cc1S(=O)(=O)N1CCCC1 | i
COc1ccc(S(=O)(=O)N2CCOCC2)cc1NC(=O)CSc1cc(C)ccc1C | i
O=C(COC(=O)c1ccccc1O)NCC1COc2ccccc2O1 (centres undefined) | i
CC(O)CC(=O)NOCc1ccccc1 (centres undefined) | i
Cn1c(=O)[nH]c(=O)c2c1nc(N1CCN(C(=O)c3ccco3)CC1)n2CCCSc1ncccn1 | i
Cc1cc(OC(=O)c2ccc(S(=O)(=O)N3CCOCC3)cc2)c([N+](=O)[O-])c(=O)[nH]1 | i
CC1(C)CC2CC(C)(CN2C(=O)COC(=O)c2ccccc2C(F)(F)F)C1 (centres undefined) | i
CC(C)(C)OC(=O)N1CCC(NC(=O)c2nc[nH]c2C(=O)NCc2ccccc2)CC1 | i
Cc1ccc(C)c(Sc2ccc(NC(=O)CCN3C(=O)NC4(CCCC4)C3=O)cc2)c1 | i
O=C(N[C@@H]1C/C=C\C[C@@H](CC(=O)N(CCO)Cc2ccccc2)C(=O)NCCOC1=O)OCC1c2ccccc2-c2ccccc21 | i
CCCC(C)NC(=O)CN(Cc1ccco1)S(=O)(=O)c1ccccc1 (centres undefined) | i
Clc1ccccn1 | i
COc1cccc(NC(=O)CN(C)C(=O)c2ccc3c(c2)CC(c2ccccc2)OC3=O)c1 (centres undefined) | i
Cc1ccsc1CN(C)C(=O)c1cc(S(=O)(=O)N2CCOCC2)ccc1N1CCCC1 | i
COc1ccc(CNC(=O)COC(=O)[C@@H]2CCCN2C(=O)c2cccs2)cc1 | i
Cc1cc(OCC(=O)OC(C)C(=O)Nc2ccc(N3CCOCC3)cc2)ccc1Cl (centres undefined) | i
COc1ccc(C(CNC(=O)c2cccc(S(=O)(=O)Nc3ccc(F)cc3)c2)N(C)C)cc1 (centres undefined) | i
C=CC(COCc1ccccc1)N([C@@H](Cc1ccccc1)C(=O)OC)S(=O)(=O)c1ccccc1Br (some centres undefined) | i
C=CCN([C@H](C(=O)OC)C(C)C)S(=O)(=O)CCNCc1ccccc1 | i
CCOc1cc(/C=C(\CC(=O)O)c2nc3ccccc3s2)ccc1OCC(=O)Nc1cccc(C(F)(F)F)c1 | i
COc1ccc(-c2nn(-c3ccccc3)cc2C(=O)NC(=S)N2CCOCC2)cc1OC | i
CCC(C)C(=O)OC1CCC=C2C=CC(C)C(CCC3CC(O)CC(=O)O3)C21 (centres undefined) | i
Oc1ccc(Cc2ccccc2Cl)c(O)c1 | i
O=C(COc1ccccc1Br)N1CCN(C(=O)c2cccs2)CC1 | i
CCCCN(C(=O)c1cc2c(s1)CCCC2)c1c(N)n(CCC)c(=O)[nH]c1=O | i
C=CCC[C@@H](Cc1ccc(F)cc1)C(=O)OCCNC(=O)[C@@H](CC=C)CC(=O)N(CCO)Cc1ccccc1 | i
C[C@H]1CN([C@@H](C)CO)C(=O)Cc2cc(NS(=O)(=O)c3cn(C)cn3)ccc2O[C@@H]1CN(C)C(=O)Nc1ccc(F)cc1 | i
O=C(NN=Cc1ccccc1C(=O)O)C(=O)NN=Cc1ccccc1C(=O)O | i
O=C1CCN(S(=O)(=O)c2cc(C(F)(F)F)ccc2Cl)CC1 | i
COc1ccc(C(=O)Nc2cc(Cl)ccc2N2CCOCC2)cc1S(=O)(=O)N1CCOCC1 | i
Cc1cc(C)c(S(=O)(=O)N2CCN(C(=O)c3cc4ccccc4o3)CC2)c(C)c1 | i
CSCCC(NC(=O)c1ccccc1)C(=O)Nc1ccncc1 (centres undefined) | i
O=C(COc1ccc(Br)cc1)OCC(=O)N1CCOCC1 | i
Cc1ccc2c(COC(=O)CNC(=O)c3ccco3)cc(=O)oc2c1C | i
O=C(COc1ccc(F)cc1Br)NCC1(N2CCCCC2)CCCCC1 | i
O=C(Nc1cccc(C(=O)N2CCCC2)c1)C1CCC1 | i
CC(C)Sc1nnc(SCC(=O)NCCCN2CCCC2=O)s1 | i
O=C1C[C@@H]2CCN3C(=O)CCC[C@@H]([C@H]23)[C@H]1Cc1ccccc1 | i
COc1ccc(C)cc1NC(=O)COC(=O)C1COc2ccccc2O1 (centres undefined) | i
CN1CCC(N(C)C(=O)COc2ccccc2Cl)CC1 | i
N#CC1(NC(=O)COC(=O)C2=COCCO2)CCCCC1 | i
CC1(CCc2ccccc2)NC(=O)N(CC(=O)Nc2ccc(OC(F)F)cc2)C1=O (centres undefined) | i
COc1ccc(NC(=O)CN2CCOCC2)cc1S(=O)(=O)N1CCCCC1 | i
CCN(C(=O)CSc1nnc(-c2ccc(OC)cc2)n1C(C)C)C1CCS(=O)(=O)C1 (centres undefined) | i
O=C1C=C(c2ccc3ncccc3c2)C[C@@H](c2ccc3c(c2)OCO3)C1 | i

4 entries already listed, arranged by count of non-hydrogen atoms, descending:
structure | ANO1 activ
C=CC(COCc1ccccc1)N([C@@H](Cc1ccccc1)C(=O)OC)S(=O)(=O)c1ccccc1Br (some centres undefined) | i
COc1ccc(C(CNC(=O)c2cccc(S(=O)(=O)Nc3ccc(F)cc3)c2)N(C)C)cc1 (centres undefined) | i
Cc1cc(OCC(=O)OC(C)C(=O)Nc2ccc(N3CCOCC3)cc2)ccc1Cl (centres undefined) | i
CC(C)Sc1nnc(SCC(=O)NCCCN2CCCC2=O)s1 | i
